# High-throughput results: PubChem BioAssay, Johns Hopkins Ion Channel Center
# CHT block: inhibitors of human choline transporter CHT. Q9GZV3. CHT-expressing cells, membrane potential dye, choline response; active compounds read low. B-score at 10 µM. actives 0.86% (n = 310,000);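 active = B-score over 3 SD under the library average, and starting fluorescence ratio not unusually high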;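 also: choline stimulus applied at its EC90 after an EC20 pre-addition; B-score computed on integrated fluorescence ratio after choline addition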
# KCNQ2 block: KCNQ2 channel blockers in CHO-K1 cells – cell-based, FluxOR thallium flux, B-score, primary screen (AID 2156). O88943. 20 min; active compounds read low. actives 1.1% (n = 310,000). B-score at 10 µM;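 active = fluorescence ratio B-score at most minus 3 library SDs, with starting brightness B-score within 2 library SDs, cut at about -5.5 in these data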
# Target sequence (O88943 whole entry, looked up): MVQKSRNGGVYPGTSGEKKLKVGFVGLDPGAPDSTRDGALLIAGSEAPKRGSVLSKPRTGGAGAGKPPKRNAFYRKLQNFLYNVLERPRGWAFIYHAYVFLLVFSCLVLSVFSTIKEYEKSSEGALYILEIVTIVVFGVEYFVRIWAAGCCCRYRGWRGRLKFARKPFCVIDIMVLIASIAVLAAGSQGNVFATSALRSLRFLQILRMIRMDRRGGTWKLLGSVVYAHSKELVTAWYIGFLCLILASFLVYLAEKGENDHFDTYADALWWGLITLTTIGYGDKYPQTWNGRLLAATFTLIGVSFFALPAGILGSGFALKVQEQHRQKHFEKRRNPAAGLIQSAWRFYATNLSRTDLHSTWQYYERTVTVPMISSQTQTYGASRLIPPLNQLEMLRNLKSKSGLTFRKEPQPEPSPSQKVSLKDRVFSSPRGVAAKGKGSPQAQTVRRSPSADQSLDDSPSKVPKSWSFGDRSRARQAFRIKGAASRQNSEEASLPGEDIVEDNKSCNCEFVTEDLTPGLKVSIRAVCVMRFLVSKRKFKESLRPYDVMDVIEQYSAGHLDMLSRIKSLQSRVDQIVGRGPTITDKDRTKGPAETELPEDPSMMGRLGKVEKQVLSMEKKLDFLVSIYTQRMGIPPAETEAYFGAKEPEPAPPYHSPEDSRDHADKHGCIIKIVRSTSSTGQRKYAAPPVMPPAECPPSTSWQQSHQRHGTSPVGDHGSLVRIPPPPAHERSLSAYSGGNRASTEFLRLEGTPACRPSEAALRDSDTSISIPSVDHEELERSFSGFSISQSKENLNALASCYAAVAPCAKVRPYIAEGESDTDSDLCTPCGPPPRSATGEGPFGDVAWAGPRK
# The depositor's hits bear a star; i = inactive; / = no result given.
SMILES,CHT block,KCNQ2 block
COc1ccc(C(=O)NC(C)(C)C)cc1S(=O)(=O)N1CCCC1,i,i
CC1C(=O)CCCCCCCCCC2C1(N1CCOCC1)CS2(=O)=O (stereo unspecified),i,i
CC(C)CNS(=O)(=O)c1ccc(CCC(=O)NC2CCCC2)cc1,i,i
O=S(=O)(Oc1ccccc1/C=N/n1cnnc1)c1ccccc1,i,i
CCC1(c2ccccc2)NC(=O)N(CC(=O)Nc2cccc(C#N)c2)C1=O (stereo unspecified),i,i
CCC(=O)NC(=S)Nc1ccc(OC)cc1OC,i,i
O=[N+]([O-])c1ccc(N2CCN(c3ccccc3O)CC2)c(Cl)c1,i,i
CCC(C)Nc1nc2c(c(=O)n(C)c(=O)n2C)n1Cc1cccc(C)c1 (stereo unspecified),i,i
CCn1c(COc2cccc(C)c2C)nnc1SCC(=O)N1CCN(c2ccc(OC)cc2)CC1,i,i
O=[N+]([O-])c1ccccc1S(=O)(=O)Oc1ccc(C(=S)N2CCOCC2)cc1,i,i
CC(=O)NS(=O)(=O)c1cccnc1Nc1cccc(Cl)c1,i,i
COC(=O)c1ccc(CN(Cc2ccc(C(=O)OC)o2)C(C)(C)C)o1,i,i
Cc1ccccc1S(=O)(=O)Cc1ccc(C(=O)NCCc2ccccc2)o1,i,i
CC1Cc2ccccc2N1C(=O)CSc1nnnn1C1CCCC1 (stereo unspecified),i,i
Cc1ccc(S(=O)(=O)N(C#N)c2nc(C)cc(C)n2)cc1,i,i
O=C(CCc1c[nH]c2ccccc12)N1CCN(S(=O)(=O)c2ccccc2)CC1,i,i
CCCOP(=O)(c1ccc(N(C)C)cc1)C(O)c1c(Cl)cccc1Cl (stereo unspecified),i,i
CCN(CC)S(=O)(=O)c1ccc(NC(=O)CCC2CCCCC2)cc1,i,i
N=C1C(c2nc3ccccc3[nH]2)=C(O)CN1NC(=O)COc1cccc(F)c1,i,i
CN(CC(=O)Nc1ccc(Cl)cc1)CC(=O)Nc1cc(Cl)ccc1C#N,i,i
Cc1c(Cc2ccccc2)sc(NC(=O)Cc2ccccc2)c1C(N)=O,i,i
O=C(Cc1cccs1)Nc1ccc(N2CCOCC2)cc1,i,i
CC(C)(C)C(=O)c1sc2nc(-c3cccs3)cc(C(F)(F)F)c2c1N,i,i
COC(=O)CN1C(=S)N(c2ccc(OC)cc2)C(=O)/C1=C/c1ccc(OC)cc1,i,i
COC(=O)c1ccccc1NC(=O)C1CCCC1,i,i

# The list goes on, starting with the last 4 of the part before.
SMILES,CHT block,KCNQ2 block
O=C(Cc1cccs1)Nc1ccc(N2CCOCC2)cc1,i,i
CC(C)(C)C(=O)c1sc2nc(-c3cccs3)cc(C(F)(F)F)c2c1N,i,i
COC(=O)CN1C(=S)N(c2ccc(OC)cc2)C(=O)/C1=C/c1ccc(OC)cc1,i,i
COC(=O)c1ccccc1NC(=O)C1CCCC1,i,i
COc1ccc(NC(=O)C2CC(=O)OC23CCCCC3)cc1 (stereo unspecified),i,i
Cc1ccc(/C=N/n2cnc3sc(C)c(C)c3c2=O)o1,i,i
COC(=O)CNC(=O)CSc1nnc(C)c(=O)[nH]1,i,i
COc1ccccc1N1CCN(c2cc(=O)n(-c3ccc(Br)cc3)c(=O)[nH]2)CC1,i,/
CC1(C)Cc2c(cnn2-c2ccc(F)cc2)C(NC(=O)CCN2CCCCC2=O)C1 (stereo unspecified),i,i
Cn1c(SCc2ccccn2)nnc1-c1ccncc1,i,i
COC(=O)[C@]12C(=O)C(C)=C(O)[C@@]1(C)C(C)=CC1[C@@]34CC[C@@H](OC(C)=O)C(C)(C)C3C(C[C@]12C)OC4=O (stereo partly specified),i,i
CS(=O)(=O)CCC(C(=O)OCc1ccc(Cl)cc1)N1C(=O)c2ccccc2C1=O (stereo unspecified),i,i
C=CCNC(=O)c1ccc(OC2CCN(S(=O)(=O)N(C)C)CC2)cc1,i,i
Cn1cccc1C(=O)OCc1ccc(C(C)(C)C)cc1,i,i
CCC1Oc2ccc(C)cc2N(CC(=O)NC2CCCCC2)C1=O (stereo unspecified),i,i
COc1ccccc1-c1nc(C#N)c(NCc2ccc(F)cc2)o1,i,i
NC/C(=N\O)c1ccc(Cl)cc1Cl,i,i
O=C(CCCC1=NS(=O)(=O)c2ccccc2N1)N1CCN(c2ccc(Cl)cc2)CC1,i,i
CCOc1ccc(NC(=O)CN2C(=O)C(C)SC(C)C2=O)cc1 (stereo unspecified),i,i
COC(=O)[C@@]12CCCCN1[C@H](c1ccc(-c3ccccc3)cc1)[C@H]1C(=O)N(C)C(=O)[C@H]12,i,i
COc1cccc(OC)c1C(=O)NC(=S)Nc1ccc2c(c1)Cc1ccccc1-2,i,i
Cc1cccc(NC(=O)Cn2cc(C(=O)C3CC3)c3ccccc32)c1C,i,i
COCc1cc(C)nc(SCC(=O)Nc2ccc3c(c2)OCCO3)c1C#N,i,i
CCOC(=O)CNC(=O)COc1coc(CN2CCN(c3ccccc3)CC2)cc1=O,i,i
O=C(CCn1c(=O)oc2ccccc21)Nc1cccc([N+](=O)[O-])c1,i,i
CSc1nc2ccccc2n1CC(=O)Nc1ccc(C)c(C)c1,i,i
COc1ccc(C(=O)NNc2ccccc2)cc1,i,i
COc1ccc(-c2csc(N3CCC(C(N)=O)(N4CCCCC4)CC3)n2)cc1,i,i
Cc1ccc(/C(N)=N/OC(=O)c2ccc3ccccc3c2)cc1,i,i

# Continued:
SMILES,CHT block,KCNQ2 block
Cc1ccc(C(=O)N2N=C(c3ccccc3)CC2(O)C(F)(F)F)o1 (stereo unspecified),i,i
COc1ccccc1CNC(=O)CSc1ccc(Br)cc1,i,i
O=C(O)CCC1COc2ccccc2O1 (stereo unspecified),i,i
O=C(Nc1ccccc1)c1cccc(-c2nnc(-c3ccccc3)o2)c1,i,i
O=C1N/C(=N/N=C/c2ccccc2O)SC1Cc1ccc(F)cc1 (stereo unspecified),i,i
CN(c1ccccc1C(=O)NC1CCCCC1)S(=O)(=O)c1ccccc1,i,i
O=C(NCCS(=O)(=O)NCc1cccnc1)c1ccccc1,i,i
Cc1cc(NC(=O)CSc2nnc(C)c(=O)n2N)no1,i,i
CC(=O)OC1OCCOC1NC(=S)Nc1ccc(C)cc1 (stereo unspecified),i,i
CC(=O)c1nn(-c2cccc(Br)c2)cc1C(=O)c1ccc(C)cc1,i,i
CC(C)=CC(=O)Nc1nc2ccc([N+](=O)[O-])cc2s1,/,i
COCCn1c(C)cc(C(=O)CSc2nc3nc(C)cc(C)n3n2)c1C,i,i
NC(=O)C1CCN(c2ncnc3c2c(-c2ccccc2)cn3-c2ccccc2)CC1,i,i
COC1=C/C(=C/c2c(N)n3c(nc2=O)sc2cc(S(C)(=O)=O)ccc23)C=CC1=O,i,i
Cc1ccc2nc(N(CCN3CCOCC3)C(=O)CCS(=O)(=O)c3ccccc3)sc2c1,i,i
CC1(C)CC(=O)C=C(Nc2cccc(F)c2)C1,i,i
CC(C)(CNC(=O)c1ccccc1F)CNC(=O)c1ccccc1F,i,i
CN(Cc1nnc(-c2ccc(F)cc2)o1)c1ccccc1,i,i
COc1cc(CNC(=O)C2CCC(=O)N(C3CCCCCC3)C2)cc(OC)c1 (stereo unspecified),i,i
O=C(CSc1nc2ccccc2c(=O)n1-c1ccc(F)c(Cl)c1)Nc1cccc(S(=O)(=O)N2CCOCC2)c1,i,i
CCOc1ccc(S(=O)(=O)NCc2cccnc2)cc1C,i,i
CN(C)c1ccc([N+](=O)[O-])cc1C(=O)O,i,i
Cc1ccc(C)c(OCC(=O)O/N=C(\N)c2cccnc2)c1,i,i
CC(C)CCOC(=O)C1C(c2ccccc2)C(C(=O)O)C1c1ccccc1 (stereo unspecified),i,i
CC1CCN(Cc2nc(Cl)c3c4c(sc3n2)CCC4)CC1,i,i

# Next section (four carried over from the part before).
SMILES,CHT block,KCNQ2 block
CN(C)c1ccc([N+](=O)[O-])cc1C(=O)O,i,i
Cc1ccc(C)c(OCC(=O)O/N=C(\N)c2cccnc2)c1,i,i
CC(C)CCOC(=O)C1C(c2ccccc2)C(C(=O)O)C1c1ccccc1 (stereo unspecified),i,i
CC1CCN(Cc2nc(Cl)c3c4c(sc3n2)CCC4)CC1,i,i
CCCCSc1nc(O)c(C2OC(=O)c3c2ccc(OC)c3OC)c(=O)n1C (stereo unspecified),i,i
CCC1CCCCN1S(=O)(=O)c1ccc(C(=O)Nc2nnc(C3CC3)o2)cc1 (stereo unspecified),i,i
O=C1CCC/C(=N/Nc2ccc(Cl)cc2)C1,i,i
CN(CC(=O)Nc1ccccc1Cl)C(=O)Cn1nnc(-c2ccc(F)cc2)n1,i,i
CC(C)(O)C#Cc1ccc(C(=O)NCc2cccs2)s1,i,i
COc1ccccc1NC(=O)c1ccc(-c2ccc(Br)cc2)o1,i,i
CCCCCCC1/C(=N/O)CCC1C(=O)OC (stereo unspecified),i,i
CCN1CCN(c2ccc(NC(=O)c3ccc4c(c3)[nH]c(=O)n4Cc3ccc(F)cc3)cc2)CC1,i,i
COc1ccc(CN2C(=O)C(C)Oc3ccccc32)cc1 (stereo unspecified),i,i
COc1ccc(C)cc1S(=O)(=O)N(C)CC(=O)NC1CC1,i,i
O=C(CCc1ccccc1)NC(=S)Nc1ccc2c(c1)C(=O)OC2,i,i
CCOc1ccc(C(=O)NC(=S)Nc2ccccn2)cc1[N+](=O)[O-],i,i
O=C(Nc1ccc(Cl)cc1)N(CCCN1CCOCC1)Cc1cccs1,i,i
CCOC(=O)C(=CNc1ccc(Oc2cncc(Cl)c2)nc1)C(=O)OCC,i,i
Cc1cc(Cl)ccc1OCc1nnc2n1CCCCC2,i,i
O=C1CC(c2cccc(Br)c2)C2=C(CCCC2=O)N1 (stereo unspecified),i,i
Cc1ccc(OCC(=O)Nc2ccc3oc(=O)ccc3c2)cc1C,i,i
CC(C)C(Nc1ccc(C(F)(F)F)cc1[N+](=O)[O-])C(=O)O (stereo unspecified),i,i
OCC(O)CN(c1ccccc1)c1ccccc1 (stereo unspecified),i,i
COc1ccc(C2CC(c3ccc(Cl)cc3)n3nc(N)nc3N2)cc1 (stereo unspecified),i,i
O=S(=O)(NCCc1ccncc1)c1ccc(F)cc1,i,i
O=C(c1cc(F)c(F)cc1Cl)N1CCCc2ccccc21,i,i
O=C(C1COc2ccccc2O1)N1CCOCC1 (stereo unspecified),i,i
Cc1ccc(O)c(NC(=O)c2cc(-c3ccccc3)on2)c1,i,i
O=C(CN1C(=O)c2ccccc2C1=O)N1CCN(c2ccccc2)CC1,i,i

# Continued:
SMILES,CHT block,KCNQ2 block
O=C(c1ccc(S(=O)(=O)Nc2ccccc2F)cc1)N1CCC1,i,i
O=C(Nc1ccc(F)cc1)NC1CCN(Cc2nnnn2Cc2ccco2)CC1,i,i
O=C(COC(=O)CCc1nc2ccccc2s1)Nc1nc(-c2ccccc2)cs1,i,i
COc1ccccc1C(=O)N1CCN(CCc2ccccc2)CC1,i,i
CN1CCN(NC(=O)c2cn(-c3ccccc3)nc2-c2cccc(Br)c2)CC1,i,i
Cc1cccc(-c2nsc(SCC(=O)NCc3ccco3)n2)c1,i,i
Cc1cccc(NC(=O)c2cc(S(=O)(=O)N(C)c3ccc(F)cc3)ccc2Cl)n1,i,i
C=CCn1c(N)cc(=O)nc1SCC(=O)Nc1ccc2ccccc2c1,i,i
Cc1ccc(CNc2ncc(-c3ccc4c(c3)OCO4)n2C)cc1,i,-6*
O=C(Nc1cccc(-c2nc3ccccc3s2)c1)C1=COCCO1,i,i
CCc1cccc(CC)c1NC(=S)Nc1ccc2cn[nH]c2c1,i,i
O=C(Nc1cccc(Cl)c1Cl)c1cc(S(=O)(=O)NCCc2ccccc2)ccc1F,i,i
COc1ccc(CNC(=O)c2cccnc2Sc2ccc(Cl)cc2)cc1,i,i
Cc1ccccc1CN1C(=O)Nc2ccccc2C(=O)N1C(C)(C)C,i,i
Cc1ccc(C)c(/C(O)=C2/C(=O)C(=O)N(CCN3CCOCC3)C2c2ccco2)c1 (stereo unspecified),i,i
Cc1nnc2n1NC(c1ccc(Cl)cc1)C(C(=O)N1CCC(C)CC1)S2 (stereo unspecified),i,i
Cc1ccc(NC(=O)C2(NC(=O)c3ccccn3)CCCCC2)cc1Br,i,i
COc1ccc(C(=O)Nc2cnc(NC(=O)c3cccs3)cc2C)cc1,i,i
CC(C)CNC(=O)NC1(C(F)(F)F)Oc2ccccc2O1,i,i
O=C(CSc1ccccn1)Nc1ccc(Cl)c([N+](=O)[O-])c1,i,i
CSc1ccc(C#N)cc1NC(=O)c1cccc(Cl)c1,i,i
COc1cc(C(=O)NCCSc2ccccc2)cc(OC)c1OC,i,i
Cc1ccc(NC(=O)CSCC(=O)Nc2ccccc2N2CCCCC2)cc1,i,i
CCn1c(=O)c(CCC(=O)N2CCN(c3ccccn3)CC2)c(C)c2c(C)nn(-c3cccc(C)c3)c21,i,i
CCCCCCSc1nc(O)c(C2OC(=O)c3c2ccc(OC)c3OC)c(=O)n1-c1ccccc1 (stereo unspecified),i,i
O=C(CCCCCN1C(=O)c2ccccc2C1=O)Nc1ccc(C(=O)O)cc1,i,i
CCCCN(CCCC)c1nc(-c2ccncc2)nc2ccccc12,i,i
Cc1cc(C(=O)OCC(=O)NC(C)c2ccccc2)c(C)o1 (stereo unspecified),i,i
CC(C)Cc1nc(N2CCN(C(=O)C(C)C)CC2)c(C#N)c2c1CCC2,i,-6.5*
CCc1cc(C(=O)N=Nc2c(O)[nH]c3ccc([N+](=O)[O-])cc23)c2ccccc2n1,i,i

# Looked up by structure from the list above (6):
SMILES,CHT block,KCNQ2 block
CC(C)Cc1nc(N2CCN(C(=O)C(C)C)CC2)c(C#N)c2c1CCC2,i,-6.5*
Cc1ccc(NC(=O)CSCC(=O)Nc2ccccc2N2CCCCC2)cc1,i,i
Cc1ccc(NC(=O)C2(NC(=O)c3ccccn3)CCCCC2)cc1Br,i,i
O=C(Nc1cccc(Cl)c1Cl)c1cc(S(=O)(=O)NCCc2ccccc2)ccc1F,i,i
O=C(CCCCCN1C(=O)c2ccccc2C1=O)Nc1ccc(C(=O)O)cc1,i,i
COc1cc(C(=O)NCCSc2ccccc2)cc(OC)c1OC,i,i
